GALK inh – qHTS Assay for Inhibitors of Human Galactokinase (GALK) | AID 1868, 2009 | 270,000 compounds, 0.007% hits | Potency, µM (top dose mostly 57.5 µM), for the others: top-dose activity change, negative = inhibition, most hits filed as inhibitors | P51570 | Purified GALK, Kinase-Glo residual ATP luminescence; note: potency is the fitted concentration of half-maximal effect; % is set by controls: 0 for no effect and ±100 for the full control effect
Target sequence (P51570 whole entry, looked up): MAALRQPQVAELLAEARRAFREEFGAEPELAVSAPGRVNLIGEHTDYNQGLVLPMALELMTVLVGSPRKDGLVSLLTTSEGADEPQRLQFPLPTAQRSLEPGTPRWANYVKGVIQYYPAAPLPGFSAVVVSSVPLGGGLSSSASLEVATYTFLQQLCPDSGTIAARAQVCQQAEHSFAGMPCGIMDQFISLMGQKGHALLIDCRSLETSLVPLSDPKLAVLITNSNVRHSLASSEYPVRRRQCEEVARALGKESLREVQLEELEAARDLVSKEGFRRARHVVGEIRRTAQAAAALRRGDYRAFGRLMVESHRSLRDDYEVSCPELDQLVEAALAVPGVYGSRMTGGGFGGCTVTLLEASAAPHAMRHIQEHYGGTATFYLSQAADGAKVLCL
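Galactose (100 uM) and ATP (35 uM) were turned over by 5 nM GALK for 1 h at RT. Kinase-Glo Plus then converted the remaining ATP into a luminescent signal.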
Giardia killer – Small Molecules that selectively kill Giardia lamblia: qHTS; Giardia lamblia trophozoite viability; activity change, % at 7.66 µM, hits read low; 340,000 compounds, 0.15% hits; AID 540267, 2011; in the data active = activity change below about -80%; inconclusive = between about -30% and that limit;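 note: parasites exposed to compound for two days anaerobically before the ATP read; % is set by controls: 0 for no effect and ±100 for the full control effect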
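Trophozoites 100 cells/well + cpd; 48 hrs, 37 deg C, anaerobic. ATPLite 1-Step added, 15-30 min RT, luminescence read (ATP-based viability).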
Tb PFK inh – qHTS Assay to Find Inhibitors of T. brucei phosphofructokinase; T. brucei PFK, ADP-Glo luminescence; Potency, µM (titrated, usually from 57.5 µM), for inactives: top-dose activity, negative = inhibition, hits mostly inhibitors; 330,000 compounds, 0.17% hits; AID 485367, 2010;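 note: potency is the fitted concentration of half-maximal effect; 0% = uninhibited 1x PFK enzyme wells and -100% = no-enzyme wells; nearly all actives have a fitted effect of over 60% in size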
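In TEA buffer at pH 8.0 with 5 mM MgCl2, enzyme (1.25 nM) converted F6P (0.5 mM) and ATP (0.1 mM) for 45 min at room temperature. ADP product was read by luciferase luminescence.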
Integrin act MD – qHTS for Activators of Integrin-Mediated Alleviation for Muscular Dystrophy. alpha7betagal myoblasts, beta-gal FDG fluorescence, 48 h. AID 624291, 2012. 350,000 compounds, 0.064% hits. Potency, µM (doses to about 38.3 µM), for the others: at the highest dose activation, hits mostly activators;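 note: potency is the fitted concentration of half-maximal effect; 100% = response of the positive control SU9516; nearly all actives have a fitted effect of over 60% in size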
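alpha7betagal+/- myoblasts (passage 13, 250/well) treated 48 h at 37C with compounds at 1:260 dilution of DMSO stock. Lysed, then beta-galactosidase activity read as FDG fluorescence (ex 480/em 540) after 30 min, with pre-read for autofluorescence.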
PKM2 activator – qHTS Assay for Activators of Human Muscle isoform 2 Pyruvate Kinase; Pyruvate kinase PKM (Homo sapiens), P14618; purified PKM2, Kinase-Glo ATP luminescence, activation; response scale: 0% is enzyme alone, no compound; Potency, µM (titrated, usually from 57.5 µM), for the others: at the top dose activation, actives largely listed as activators; 260,000 compounds, 0.34% hits; AID 1631, 2009; note: potency is the fitted concentration of half-maximal effect; % is set by controls: 0 for no effect and ±100 for the full control effect; nearly all actives have a fitted effect of over 55% in size
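ATP formation by purified human PK-M2, quantified via coupled luciferase luminescence after 1 h at room temperature with 0.1 mM ADP and 0.5 mM PEP final.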
Menin MLL FP TR – qHTS Assay for Inhibitors Targeting the Menin-MLL Interaction in MLL Related Leukemias: Competition With Texas Red Labeled MLL-derived Mutant Peptide | Menin + Texas Red MLL mutant peptide, fluorescence polarization | Potency, µM (series often up to 61.6 µM), for the others: at the highest dose FP activity change, negative = inhibition, usual class: inhibitors | 270,000 compounds, 0.23% hits | AID 1768, 2009; active = well fitted inhibition curve with a large enough effect in the polarisation, with a control signal flat, not every such curve was filed as active; inconclusive = small, poorly fitted or top-dose-only effect, or effect the other way, or a change in a side signal; inactive = no such curve, though single readings can be large or run the other way; the % refers to the polarisation; note: potency is the fitted concentration of half-maximal effect; % of control where 0% means no effect; many of its hits are not listed in these tables
Target sequence (O00255 whole entry, looked up): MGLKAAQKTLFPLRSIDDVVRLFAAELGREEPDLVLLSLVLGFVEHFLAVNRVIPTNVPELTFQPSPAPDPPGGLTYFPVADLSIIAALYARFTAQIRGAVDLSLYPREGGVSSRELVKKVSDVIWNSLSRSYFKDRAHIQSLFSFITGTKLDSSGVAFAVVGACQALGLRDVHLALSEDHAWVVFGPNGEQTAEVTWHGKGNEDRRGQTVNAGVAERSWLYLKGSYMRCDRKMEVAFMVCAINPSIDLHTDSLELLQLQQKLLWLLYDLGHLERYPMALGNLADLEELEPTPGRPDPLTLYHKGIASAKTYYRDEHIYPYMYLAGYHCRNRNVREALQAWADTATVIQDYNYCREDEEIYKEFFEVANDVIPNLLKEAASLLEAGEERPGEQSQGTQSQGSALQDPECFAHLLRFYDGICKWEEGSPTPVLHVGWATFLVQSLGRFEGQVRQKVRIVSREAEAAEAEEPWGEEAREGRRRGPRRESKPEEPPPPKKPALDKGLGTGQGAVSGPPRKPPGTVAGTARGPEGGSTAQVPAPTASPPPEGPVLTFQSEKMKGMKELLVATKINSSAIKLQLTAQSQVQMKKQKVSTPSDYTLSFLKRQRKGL
Coupling enz – qHTS Assay for Inhibitors of Fructose-1,6-bisphosphate Aldolase from Giardia Lamblia: Coupling assay counterscreen | 290,000 compounds, 0.67% hits | coupling enzyme system counterscreen, AmpLite Red fluorescence | AID 2472, 2010 | activity change, negative = inhibition, % at 58.2 µM, hits read low; in the data active = activity change below about -30%; note: % is set by controls: 0 for no effect and ±100 for the full control effect
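Counterscreen of the coupled detection system alone, without aldolase: glyceraldehyde-3-phosphate coupling enzymes plus AmpLite Red readout. Compounds at 57.5 uM final, 10 min RT preincubation, 20 min RT reaction, fluorescence 525/598 nm.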
TSG101-PTAP inh – qHTS Assay for Iinhibitors of HIV-1 Budding by Blocking the Interaction of PTAP/TSG101 | Fluorescence polarization, FITC-PTAP peptide / Tsg101 binding | Tumor susceptibility gene 101 protein (Homo sapiens), Q99816 | Potency, µM (highest dose often 115 µM), without a hit: top-dose activity change, negative = inhibition, most hits filed as inhibitors | 340,000 tested, under 10 active; active = well fitted inhibition curve with a large enough effect in the main read-out, with a control signal flat, not every such curve was filed as active; inconclusive = small, poorly fitted or top-dose-only effect, or effect the other way, or a change in a side signal; inactive = no such curve, though single readings can be large or run the other way; note: potency is the fitted concentration of half-maximal effect; % of control where 0% means no effect
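Compounds were pin-transferred onto Tsg101 binding domain (10 uM final) in HEPES pH 7.5 buffer, then FITC-PTAP peptide was added at 50 nM final. After 20 min at RT, polarization reported peptide displacement across a qHTS concentration series.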
S-ASM inh – Inhibitors of Secretory Acid Sphingomyelinase (S-ASM): qHTS; placental ASM, HMU-PC fluorogenic substrate, 60 min; Potency, µM (highest dose often 57.5 µM), for inactives: at the top dose activity change, negative = inhibition, usual class: inhibitors; Sphingomyelin phosphodiesterase (Homo sapiens), P17405; 340,000 compounds, 0.006% hits; AID 504937, 2011; note: potency is the fitted concentration of half-maximal effect
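Steps: dispense placental human ASM, pin compound, wait 10 min at room temperature, add HMU-PC0 substrate at 9 uM final, incubate 60 min at 37 °C, add stop solution raising pH to 10, read fluorescence.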
Chronic BCR inh – qHTS Assay to Find Inhibitors of Chronic Active B-Cell Receptor Signaling. ABC-DLBCL IkBa-CBG/CBR reporter, luminescence ratio, 4 h. 340,000 compounds, 0.05% hits. Potency, µM (series often up to 46.1 µM), for the others: at the top dose ratio change, negative = lower green/red ratio, actives largely listed as inhibitors; active = well fitted inhibition curve with a large enough effect in the signal ratio, with a control signal flat, not every such curve was filed as active; inconclusive = small, poorly fitted or top-dose-only effect, or effect the other way, or a change in a side signal; the % refers to the signal ratio;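 note: potency is the fitted concentration of half-maximal effect; plate controls were basal doxycycline-induced cells for no effect and cells given 10 µM MG132 for full effect; MG132 reads +100%, hits lower the ratio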
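Doxycycline induced both beetle luciferases in TMD8 lymphoma cells; IKK-driven degradation limits the IkappaBalpha-fused green signal, while red luminescence normalises for cell number and nonspecific effects. Compounds tested up to 46 uM, 4 hrs.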
B2AR arrestin – qHTS assay of beta-arrestin-biased ligands of beta2-adrenergic receptor; beta-arrestin recruitment to beta2AR, cell-based reporter; Potency, µM (series often up to 46.1 µM), inactives show at the highest dose activation, actives largely listed as activators; 330,000 compounds, 0.02% hits; AID 492947, 2010;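 note: potency is the fitted concentration of half-maximal effect; 0% = DMSO controls and full agonism = EC100 isoproterenol or metaproterenol; nearly all actives have a fitted effect of over 65% in size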
* = called active by the depositor; i = inactive; ? = inconclusive; . = not tested or not shown; & = joins results of further samples; [ ] = remark or other dose. Unless noted, calls come from the whole dose curve; as a rule, active = well fitted curve in the direction sought with a large enough effect; inconclusive = small, poorly fitted or top-dose-only effect, or another doubt; inactive = no such curve, though single readings can be large; an effect the other way counts as inactive or inconclusive. An excerpt; count on the stated rates, not on these rows.

Each structure is followed by: GALK inh	Giardia killer	Tb PFK inh	Integrin act MD	PKM2 activator	Menin MLL FP TR	Coupling enz	TSG101-PTAP inh	S-ASM inh	Chronic BCR inh	B2AR arrestin
CCN(CC)C(=O)C1=C(C)NC(=O)NC1c1c(F)cccc1Cl (stereo unspecified)
  -3.4%	5.4	5.8%	13.5%	-4.5%	12.2%	-1.1	-15.8%	6.0%	1.7%	-0.5%
Cn1c(=O)n(C)c2cc(S(=O)(=O)Nc3ccccc3C(=O)O)ccc21
  -4.5%	1.9	-9.3%	-8.2%	-0.7%[11.5 µM]	2.5%	12.3	1.4%	1.2%	5.8%	-0.4%
CCOC(=O)N1CCN(S(=O)(=O)c2ccc3[nH]c(=O)sc3c2)CC1
  -0.3%	-0.2	-0.4%	-1.6%	-8.5%	-28.7%	12.6	0.3%	-5.9%	-10.1%	-0.1%
CCN(Cc1ccc(C#CCCO)cc1)CC1CCCN(CCc2cccc(OC)c2)C1 (stereo unspecified)
  7.5%	29.2	-1.2%	-47.2%[inhibitor]	2.4%	?	2.3	-7.8%	-0.2%	?	-0.1%
CC(C(=O)Nc1cc(C(F)(F)F)ccc1N1CCOCC1)N1C(=O)C2CCCCC2C1=O (stereo unspecified)
  .	0.6	4.4%	-43.7%	.	.	.	-0.6%	0.8%	-4.6%	-0.3%
COC(=O)c1ccc(CSc2nc3c(cnn3-c3ccc(C)cc3)c(=O)[nH]2)o1
  1.3%	14.6	-3.8%	-12.9%	1.7%	2.6%	1.1	-0.2%	-1.4%	14.6%	2.7%
CCCNC(=O)c1ccc(N2CCC3(CC2)CC(c2ccccc2)=NO3)c(NC(=O)c2ccc(Br)cc2)c1
  .	8.9	-4.6%	18.0%	-3.4%	1.8%	2.1	-1.1%	-13.5%	3.7%	-0.6%
CCc1ccc(NC(=O)c2cnn3ccccc23)cc1
  3.8%	?	-7.9%	13.6%	-27.6%	?	-6.5	-1.1%	-2.0%	?	0.0%
Cc1ccc(-c2nc(C)sc2CC(=O)OCC(=O)Nc2c(F)cccc2F)cc1
  -0.4%	14.8	0.5%	12.6µM*	3.9%	-5.1%	0.2	-2.3%	4.0%	?	-0.3%
O=C(CNS(=O)(=O)c1ccc([N+](=O)[O-])cc1)N/N=C/c1ccc(O)cc1O
  .	-3.7	2.4%	16.1%	.	21.6%	3.7	1.3%	-0.2%	1.7%	-1.0%
COc1cc2c(cc1O)CC[n+]1cc3c(OC)c(OC)ccc3cc1-2
  .	-6.9	-3.5%	5.4%	-19.6%	5.9%	-8.9	-6.0%	-7.0%	6.1%	-0.1%
N#CCCN(C(=O)COC(=O)COc1ccccc1Cc1ccccc1)c1ccccc1
  .	2.1	1.4%	6.6%	.	.	.	-0.7%	-1.0%	2.5%	0.0%
O=C(COC(=O)COc1cccc(C(F)(F)F)c1)NC1CCS(=O)(=O)C1 (stereo unspecified)
  .	15.6	-0.9%	0.0%	.	.	.	-1.6%	.	-1.9%	0.0%
COc1ccc(CNC(=O)/C=C/C(=O)O)cc1OC
  3.4%	-11.3	1.6%	-3.3%	-22.4%	3.4%	-2.0	-1.9%	6.1%	2.3%	-0.3%
c1ccc(C(NCCNC(c2ccccc2)c2ccccc2)c2ccccc2)cc1
  -1.3%	29.4	0.2%	0.0%	1.4%	12.4%&11.9%&-15.7%	-0.1&-6.1&-0.4	-4.7%	-17.3%	-0.7%	0.7%
Cc1ccc(SCCC(=O)Nc2ccccc2C(=O)NC(C)C)cc1
  -0.9%	3.3	3.3%	-18.0%	-1.0%	2.2%	2.1	-3.0%	-1.5%	?	0.1%
O=C(CSc1nnnn1-c1ccc(O)cc1)Nc1cccc(S(=O)(=O)N2CCCC2)c1
  -2.4%	25.3	1.0%	9.0%	5.2%	?	7.3	2.2%	-5.6%	?	-0.1%
CC(C)C1COC(c2cccn2Cc2ccccc2Cl)=N1 (stereo unspecified)
  -1.2%	0.3	2.1%	-8.4%	7.1%	-11.5%	1.0	-1.8%	1.8%	-2.9%	0.1%
CCOc1ccc(/C=N/NC(=S)Nc2c(C)cccc2C)cc1
  -0.1%	-3.8	-1.6%	-22.3%	-0.2%	-25.4%	4.0	-2.1%	-20.1%	3.7%	3.6%
COc1ccc(OC)c(NC(=O)C2CCCN(S(=O)(=O)c3c(C)noc3C)C2)c1 (stereo unspecified)
  0.4%	0.5	0.0%	-3.8%	3.8%	-13.3%	5.2	-4.3%	0.1%	-2.5%	0.0%
COc1ccc2c(c1)cc1n2CCN=C1NCCO
  1.1%	8.1	-0.6%	29.9%	-3.3%	2.2%	-0.1	-8.5%	229.6%[activator]	?	-0.3%
COc1ccc(/C=N/N2CCOCC2)cc1Cn1nc(C)c([N+](=O)[O-])c1C
  -2.1%	-16.1	1.7%	3.9%	2.2%	.	-0.5	-0.2%	-0.7%	?	3.1%
C1CCCCCC2(CCCCC1)OCC(CN1CCOCC1)O2 (stereo unspecified)
  -0.4%	-1.5	-1.6%	12.6%	-3.5%	-7.6%	0.3	-6.4%	0.8%	0.6%	-0.3%
CCCCCc1nc2c(C#N)c(-c3ccc(Cl)cc3)ccn2n1
  2.9%	-12.0	-0.8%	-7.7%	-13.5%	12.7%	-0.4	0.7%	-0.2%	-9.0%	-0.4%
COc1cccc(N2CC(C)Cn3c2nc2c3c(=O)n(CCN3CCOCC3)c(=O)n2C)c1 (stereo unspecified)
  0.2%	23.7	1.1%	7.3%	-2.0%	5.4%	0.7	-5.9%	6.0%	-2.0%	-0.9%
COc1cccc(CNCc2ccc(OC)cc2OC)c1
  -7.8%	0.9	0.1%	-37.1%	-3.3%	0.5%	1.4	-3.5%	-1.6%	2.2%	-0.5%
CC(C)(C)NC1=CC(=O)OC12CCCCC2
  4.9%	5.0	2.1%	-2.0%	-3.4%	9.9%	4.6	-0.7%	-0.4%	1.7%	-0.1%
O=C(Oc1ccc(F)cc1)N1CCOCC1
  -5.3%	1.9	-1.4%	10.8%	2.1%	7.2%	0.2	-9.7%	5.6%	0.6%	0.0%
COc1ccc(NC(=O)Nc2nnc(CC(=O)NCc3ccccc3)s2)cc1
  -0.1%	0.1	-1.5%	27.2%	7.1%	-5.2%	0.3	-2.6%	-2.3%	-3.0%	-0.2%
COc1ccc(-c2nc(-c3ccccc3)c(-c3cccs3)[nH]2)cc1OC
  -3.8%	-2.3	-5.0%	0.3%	-12.0%	.	-5.8	-11.8%	-10.1%	?	3.5%
CCCCCn1c(=NC(C)=O)c(C#N)cc2c(=O)n3ccccc3nc21
  0.3%	-4.4	0.5%	16.7%	-11.6%	27.3%	3.4	-4.5%	i	4.0%	0.0%
COCCNC(=O)C(=O)Nc1cc2c3c(c1)CCC(=O)N3CCC2
  -0.5%	6.2	1.0%	-44.7%	.	2.7%	0.3	0.1%	268.7%	0.8%	0.0%
CSc1cccc(CNC(=O)C2CCC(=O)N(Cc3cccc(C(F)(F)F)c3)C2)c1 (stereo unspecified)
  7.5%	15.7	0.2%	1.5%	-1.8%	1.8%	3.0	-1.0%	14.4%	2.7%	1.0%
